Source: PubChem BioAssay
Siah-1 displacement: blockers of Siah-1 interaction with plectin peptide – biochemical, fluorescence polarization, rhodamine-plectin, uHTS, primary screen (AID 1817); Siah-1 / rhodamine-plectin peptide fluorescence polarization; higher % means a stronger effect; displacement, % at 20 µM; hits with a dose series show IC50 in µM; actives 0.02% (n = 290,000);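 active = displacement of at least 50% at 20 µM, with a fluorescence ratio check between 0.3 and a set limit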;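 also: plate controls were Siah plus tracer with DMSO for no effect and tracer alone without Siah for full effect; strong numbers were not always called active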
Salmonella PhoP GFP: inhibitors of PhoP regulon expression, primary screen, Salmonella Typhimurium, GFP reporter (AID 1863) | S. Typhimurium PhoP-regulated promoter GFP reporter, 4 h; higher % means a stronger effect | inhibition, % at 50 µM, or IC50 in µM where a hit was titrated | actives 0.16% (n = 300,000);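 active = inhibition over 29.93%, a cutoff 3 SD above the screen mean, later confirmed by dose response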;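 also: 0% = low Mg2+ inducing control and 100% = high Mg2+ repressing control; strong numbers were not always called active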
RSV antiviral HEp-2: inhibition of RSV-induced cytopathic effect – HEp-2 cells, primary 10 µM value included (AID 2391) | CPE inhibition, % at 10 µM, or IC50 in µM where a hit was titrated | HEp-2 cells, RSV-induced CPE inhibition; higher % means a stronger effect | actives 0.13% (n = 310,000); in the data active = a potency from the dose series; also: strong numbers were not always called active
* = called active by the depositor; . = not tested or not shown. Some of the compounds tested; count on the stated rates, not on these rows.

Sample of the layout (two entries):
SMILES	Siah-1 displacement	Salmonella PhoP GFP	RSV antiviral HEp-2
COc1ccc2oc(C(=O)OCC(=O)N(CC(C)C)c3c(N)n(Cc4ccccc4)c(=O)[nH]c3=O)c(C)c2c1	.	-7%	-1.6%
CC1(C)CC[C@@]23CC[C@]4(C)[C@@](OC2=O)(C3C1)[C@H]1O[C@H]1C1[C@@]2(C)CC[C@H](O)C(C)(C)C2CC[C@]14C (stereo not given in full)	.	-7%	7.1%

The listing (from the top)
SMILES	Siah-1 displacement	Salmonella PhoP GFP	RSV antiviral HEp-2
COc1ccc2oc(C(=O)OCC(=O)N(CC(C)C)c3c(N)n(Cc4ccccc4)c(=O)[nH]c3=O)c(C)c2c1	.	-7%	-1.6%
CC1(C)CC[C@@]23CC[C@]4(C)[C@@](OC2=O)(C3C1)[C@H]1O[C@H]1C1[C@@]2(C)CC[C@H](O)C(C)(C)C2CC[C@]14C (stereo not given in full)	.	-7%	7.1%
CCC(=O)OC1(C)C(=O)C=C2C=C(CCCCNC(=O)OC(C)(C)C)OC=C2C1=O (stereo not given)	.	-1%	2.0%
COc1ccc(CNC(=O)c2ccc(N3CCC4(CC3)CC(c3ccc(Cl)cc3)=NO4)c(N)c2)cc1	.	8%	2.3%
CCOC(=O)C1=C(COc2ccccc2)NC(=O)NC1c1ccc2ccccc2c1 (stereo not given)	.	4%	-3.4%
COc1cccc2c1C(=O)c1c(O)c3c(c(O)c1C2=O)C[C@](O)(C(C)=O)C[C@H]3O[C@@H]1C[C@@H](N)[C@@H](O)[C@@H](C)O1	.	-158%	-3.0%
Cn1c(=O)c2c(nc(/C=C/c3cccc(Cl)c3)n2C)n(C)c1=O	.	-7%	0.9%
CCOC(=O)Cc1csc(SC(C)C(=O)NC2CCCCC2C)n1 (stereo not given)	.	5%	-1.0%
COc1ccc(NC(=O)C(=O)NCCC2CCCCN2S(=O)(=O)c2cccs2)cc1 (stereo not given)	.	-1%	0.5%
C#CCOCCOCCOCCNc1nc(N2CCN(C(=O)CCCCCCCCCCNC(=O)[C@H]([C@@H](C)CC)n3cc(CCCCN=C(N)N)nn3)CC2)nc(N2CCN(C(=O)CCCCCCCCCCNC(=O)[C@H](CCCN=C(N)N)n3cc(C[C@@H](C)CC)nn3)CC2)n1	.	75µM*	-4.3%
COc1cccc(C(=O)NCCS(=O)(=O)NCCCc2ccccc2)c1	.	7%	-2.3%
Cc1cccnc1NC(=O)CSc1ncnc2sc(C)c(C)c12	.	12%	-0.1%
C#C[C@]1(O)CC[C@H]2[C@@H]3[C@H](C)CC4=C(CCC(=O)C4)[C@H]3CC[C@@]21C	.	5%	9.1%
CCOC(=O)N1CCN(C(=O)CCNS(=O)(=O)c2ccc(C)c(C)c2)CC1	.	10%	0.0%
CCc1noc(C)c1C(=O)N(CCC(C)C)c1c(N)n(Cc2ccccc2)c(=O)[nH]c1=O	.	-9%	-1.6%
Cc1nc2ccc(CN(C)c3ccc(C(=O)N[C@@H](CCC(=O)O)C(=O)O)s3)cc2c(=O)[nH]1	.	0%	0.6%
C#CCOCCOCCOCCNc1nc(N2CCN(C(=O)CCCCCCCCCCNC(=O)[C@H]([C@@H](C)CC)n3cc(CCCCN=C(N)N)nn3)CC2)nc(N2CCN(C(=O)CCCCCCCCCCNC(=O)[C@H](CCCCN)n3cc(C)nn3)CC2)n1	.	25%	-4.2%
Cc1ccc(CNC(=O)C(=O)NCC2CCCN2S(=O)(=O)c2cccs2)cc1 (stereo not given)	.	-6%	2.1%
C#CCNC(=O)C1=C[C@H](c2ccc3c(c2)OCO3)C[C@H](OCCCCO)O1	.	8%	-1.4%
OCCc1ccccc1	.	-7%	0.3%
C=C(NC(=O)C(=C)NC(=O)c1csc(C2=NC3c4csc(n4)C4NC(=O)c5csc(n5)C([C@@](C)(O)C(C)O)NC(=O)C5CSC(=N5)/C(=C\C)NC(=O)C(C(C)O)NC(=O)c5csc(n5)[C@]3(CC2)NC(=O)C(C)NC(=O)C(=C)NC(=O)C(C)NC(=O)C(C(C)CC)NC2C=Cc3c(C(C)O)cc(nc3C2O)C(=O)OC4C)n1)C(N)=O (stereo not given in full)	.	-6%	-0.7%
O=C(CCS(=O)(=O)c1ccccc1)N(CCCN1CCOCC1)c1nc2c(F)cccc2s1	.	18%	13%
CC(C)CN(C(=O)COC(=O)CCc1c[nH]c2ccccc12)c1c(N)n(Cc2ccccc2)c(=O)[nH]c1=O	.	8%	-1.9%
CC(=O)Nc1ccc(NC(=O)C(C)OC(=O)c2cccc(S(=O)(=O)N3CCCCCC3)c2)cc1 (stereo not given)	.	3%	0.5%
O=C(CN1C(=O)NC2(CCCC2)C1=O)NNC(=O)c1ccc(Br)cc1	.	-6%	-1.6%
SMILES	Siah-1 displacement	Salmonella PhoP GFP	RSV antiviral HEp-2
CCN1CCC(N2CCN(c3ccccc3OC)CC2)CC1	1%	-4%	1.6%
Cc1cc(C)n(C(C)CNS(=O)(=O)c2ccccc2)n1 (stereo not given)	-2%	8%	0.9%
CCN1C(=O)C(=Cc2cccc(OC)c2Oc2ccc([N+](=O)[O-])cc2[N+](=O)[O-])SC1=S	2%	-3%	-4.4%
O=C(/C=C/c1ccco1)Nc1nc(-c2ccc(F)c(F)c2)cs1	1%	-4%	9.1%
COc1cc(CNC(=O)C2CC2)ccc1OCc1ccccc1	6%	-2%	2.1%
Fc1ccccc1CNc1ncnc2sccc12	1%	9%	0.6%
COc1ccccc1NC(=O)NCc1ccc(C)n1C	-2%	6%	0.6%
CCOc1ccc(C(=O)N2CCN(CCc3ccccc3)CC2)cc1OCC	1%	-4%	0.3%
O=C(NCc1cccnc1)c1ccc(NC(=O)c2ccc([N+](=O)[O-])cc2)cc1	-3%	-2%	3.0%
Cc1ccccc1CN1CCN(C2CCC2)CC1CCO (stereo not given)	0%	7%	0.8%
O=C(Nc1cccc(Cl)c1)c1cncn1-c1ccc(F)cc1	0%	0%	0.4%
CCC(CC)c1nnc(NC(=O)COc2ccc3c(c2)OCO3)s1	-1%	-5%	19%
O=C(N/C(=C/c1ccc(Br)cc1)C(=O)N1CCOCC1)c1ccco1	4%	-3%	0.5%
COc1ccccc1CNC1CCN(Cc2ccccc2)CC1	2%	-4%	-1.6%
CCC1=NN2C(=N)/C(=C\c3ccc(OCCOc4ccccc4)c(OC)c3)C(=O)N=C2S1	5%	-5%	0.0%
Cc1ccc(OCC(=O)N/N=C/c2cccc3cccnc23)cc1	-5%	-9%	2.8%
C/C(=N/NC(=O)c1cc(-c2ccccc2)nc2c(Cl)cccc12)c1cccnc1	5%	-1%	2.5%
Cc1cc(C)n(C(=O)Cn2nc(C)c(Cl)c2C)n1	1%	3%	-0.2%
CCc1ccc(N(CC(=O)NC(C)C)C(=O)CCC(=O)Nc2ccccn2)cc1	-4%	-6%	0.0%
NC(=O)C(c1ccc(Br)cc1)c1ccc(C(=O)c2ccccc2)cc1 (stereo not given)	-1%	3%	6.8%
COc1ccc2c(c1)c(C(=O)CN1CCN(c3ccccc3)CC1)c(C)n2C	-1%	-4%	5.0%
COc1ccc2c(c1)n([O-])c1c([n+]2=O)CCC1	10%	-1%	0.9%
COc1ccc(S(=O)(=O)N(C)c2ccc(C(=O)NCc3ccccn3)cc2)cc1OC	1%	-2%	0.7%
O=S(=O)(NCc1cccs1)c1ccc(Br)s1	8%	-4%	1.0%
c1ccc(CCCN2CCN(c3ccccc3)CC2)cc1	2%	0%	-0.1%
SMILES	Siah-1 displacement	Salmonella PhoP GFP	RSV antiviral HEp-2
COc1ccccc1N1CCN(C(=O)c2cc(C)on2)CC1	-4%	0%	0.2%
CCOCCCN1CC(=O)N2[C@@H](Cc3c([nH]c4ccccc34)C2(C)C)C1=O	2%	-8%	1.3%
CC(C)Oc1cccc(C(=O)N/N=C/c2ccoc2)c1	2%	-2%	0.8%
Cc1c(C(=O)Nc2ccc3c(c2)OCO3)oc2ccccc12	7%	2%	20%
N#Cc1nccnc1S(=O)(=O)c1cccs1	-7%	4%	-2.4%
O=c1c2cc(Br)ccc2[nH]c(=S)n1Cc1ccccc1	-5%	-2%	1.0%
CCCCCCCc1ccc(C2NC(=S)NC3=C2C(=O)c2ccccc23)cc1 (stereo not given)	9%	-7%	-0.9%
Cc1ccc(-n2c(N)cc(=O)nc2SCC(=O)NC2CCCCC2)cc1C	3%	-7%	1.1%
COc1cccc(/C=N/NC(=O)C(=O)N2CCCCCC2)c1OC	8%	7%	0.9%
CCC(C(=O)Nc1nc(C)c(C)s1)c1ccccc1 (stereo not given)	5%	11%	3.1%
Cc1ccc2nc(N3CCN(CCO)CC3)nc(-c3ccccc3)c2c1	2%	2%	2.8%
CCOC(=O)c1ccc(Nc2nc(N)c3cc(OC)c(OC)cc3n2)cc1	8%	4%	0.8%
Cc1cc(=O)n(CC(=O)NC2CC2)c2c1c(C)nn2-c1ccccc1	2%	4%	-1.6%
CCOC(=O)c1sc(NC(=O)c2ccc3nc[nH]c3c2)nc1C	8%	4%	4.9%
CC1(C)CC2(CCO1)C(Nc1ccccc1)=NC(=S)N2c1ccccc1 (stereo not given)	-8%	8%	0.2%
O=C(N/N=C/c1cccs1)c1cc(-c2ccc(Cl)s2)[nH]n1	14%	8%	2.0%
CCCN1C(=O)c2ccc(C(=O)Nc3ccc4c(c3)OCO4)cc2C1=O	1%	-3%	1.2%
Cc1cc(C)c2nc3sc(C(=O)N4CCOCC4)c(N)c3cc2c1	-5%	-5%	1.1%
COCCN(C(=O)c1csnn1)C(C(=O)NC1CCCCC1)c1ccccc1 (stereo not given)	-1%	0%	1.1%
COC(=O)C1=C(C)N(Cc2ccccc2)C(=NCc2cc(OC)c(OC)c(OC)c2)N[C@H]1c1ccccc1	-1%	-4%	3.2%
CC[C@@H](C)[C@H](NC(=O)Cc1c(C)c2c(cc(C)c3c(C)coc32)oc1=O)C(=O)O	1%	12%	0.3%
Cc1ccc(-c2noc(CN(C(=O)c3ccc4c(c3)OCO4)C(C)C)n2)cc1	2%	-4%	9.8%
COc1ccc(C)c(NC(=O)NCCc2cnc[nH]2)c1	2%	2%	0.3%
CSc1ccc(CN(C)C(=O)c2cc(Cl)c3c(c2)OCCO3)cc1	2%	-1%	2.8%
COc1cccc(C(=O)NCc2ccc3c(c2)OCO3)c1	1%	-6%	-0.5%

Sorted by molecular weight (ascending): some entries from above.
SMILES	Siah-1 displacement	Salmonella PhoP GFP	RSV antiviral HEp-2
COc1ccc(C)c(NC(=O)NCCc2cnc[nH]2)c1	2%	2%	0.3%
Cc1c(C(=O)Nc2ccc3c(c2)OCO3)oc2ccccc12	7%	2%	20%
COc1ccccc1N1CCN(C(=O)c2cc(C)on2)CC1	-4%	0%	0.2%
COc1cccc(/C=N/NC(=O)C(=O)N2CCCCCC2)c1OC	8%	7%	0.9%
Cc1cc(=O)n(CC(=O)NC2CC2)c2c1c(C)nn2-c1ccccc1	2%	4%	-1.6%
O=C(N/N=C/c1cccs1)c1cc(-c2ccc(Cl)s2)[nH]n1	14%	8%	2.0%
O=c1c2cc(Br)ccc2[nH]c(=S)n1Cc1ccccc1	-5%	-2%	1.0%
CSc1ccc(CN(C)C(=O)c2cc(Cl)c3c(c2)OCCO3)cc1	2%	-1%	2.8%
CC1(C)CC2(CCO1)C(Nc1ccccc1)=NC(=S)N2c1ccccc1 (stereo not given)	-8%	8%	0.2%
CCOC(=O)c1ccc(Nc2nc(N)c3cc(OC)c(OC)cc3n2)cc1	8%	4%	0.8%
CCOCCCN1CC(=O)N2[C@@H](Cc3c([nH]c4ccccc34)C2(C)C)C1=O	2%	-8%	1.3%
Cc1ccc(-c2noc(CN(C(=O)c3ccc4c(c3)OCO4)C(C)C)n2)cc1	2%	-4%	9.8%
CCCCCCCc1ccc(C2NC(=S)NC3=C2C(=O)c2ccccc23)cc1 (stereo not given)	9%	-7%	-0.9%
COC(=O)C1=C(C)N(Cc2ccccc2)C(=NCc2cc(OC)c(OC)c(OC)c2)N[C@H]1c1ccccc1	-1%	-4%	3.2%

The results go on.
SMILES	Siah-1 displacement	Salmonella PhoP GFP	RSV antiviral HEp-2
O=C(Cc1ccccc1[N+](=O)[O-])OCc1cccc([N+](=O)[O-])c1	-2%	2%	1.4%
COCCCNC(=S)NNC(=O)c1cc(-c2ccncc2)nc2ccccc12	2%	6%	-0.3%
CCN1CCN(Cc2ccc(NC(=O)c3cc(NC(=O)c4nccnc4N)cc(OC)c3)cc2C(F)(F)F)CC1	-4%	-7%	1.4%
COc1ccc(N2CCN(c3cc(C)nc4ccc(OC)cc34)CC2)cc1	-5%	0%	7.0%
O=S(=O)(c1ccc(-c2ccno2)s1)N1CCCCC1	-2%	-4%	1.8%
COc1cc(/C=C/c2ccc3cccc(O)c3n2)cc(OC)c1OC	-1%	11%	0.5%
O=C(Cc1cccs1)Nc1ccccc1-c1nc2ccccc2[nH]1	16%	-4%	1.2%
C=C(C)CN1C(=O)C2(OCCO2)c2ccccc21	2%	3%	-0.3%
FC(F)(F)c1ccc(CN2C[C@@H]3C(c4ccc(Cl)nc4)C4(c5cccnc5)CC3(C4)[C@H]2c2ccccc2)cc1 (stereo not given in full)	-5%	0%	14%
CN(Cc1ccc(F)cc1Cl)S(=O)(=O)c1cccs1	-6%	8%	1.5%
Cn1nnc2cc(NC(=O)Nc3cccc(Cl)c3)ccc21	6%	-17%	1.3%
